# TRAIL sens C8 – viability loss with TRAIL in NB7+C8 cells, primary screen, TRAIL sensitizer project, cell-based, ATPlite luminescence; inhibition (viability loss, TRAIL sensitization), % at 10 µM; hit rate 1% among 360,000; AID 624354, 2012;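 active = compounds causing at least 50% loss of cell viability in the single-dose screen, relative to plate controls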
# TROY signal inh – inhibitors of TROY-driven NF-kB signaling, primary screen, Q293 LMP1-TROYcd cells, NF-kB luciferase, uHTS; hit rate 0.98% among 360,000; inhibition, % at 10 µM; Q293 LMP1-TROYcd NF-kB luciferase reporter, 4 h;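 active = compounds whose plate-normalised and pattern-corrected inhibition of the luciferase reporter signal at the single screening dose is 50% or more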
# Shn3 inh set2 – reduction of Shn3 3'UTR firefly luciferase signal, primary screen, Schnurri-3 inhibitor project, cell-based, Clone20 osteoblasts, set 2; Clone20 osteoblast Shn3 3'UTR firefly luciferase, 24 h; inhibition, % at 12.5 µM; hit rate 0.52% among 360,000;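 active = mean inhibition of at least 75% with every replicate also reaching 75%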;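 note: 0% = median of neutral control wells and 100% = pilot-screen positive control compound; some compounds past the cut are filed as inactive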
# COUP-TFII inh – NR2F2 transcriptional activity inhibitors, primary screen, cell-based, luciferase reporter, HEK293T, luminescence; AID 686940, 2013; hit rate 0.7% among 370,000; inhibition, % at 8.6 µM; HEK293T NGFI-A luciferase reporter;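 active = inhibition above a per-plate cutoff, mean inhibition of test wells between control levels plus 3 SD, cut at about 38% in these data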;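 note: cells cotransfected with COUP-TFII expression vector driving the NGFI-A reporter; 0% = median of COUP-TF2 test wells and 100% = reporter-only cells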
# NCOA1 inh – SRC1 coactivator transcriptional activity inhibitors, primary screen, cell-based, luminescence | Nuclear receptor coactivator 1 (Homo sapiens), Q15788 | HEK293 GAL4-SRC1 luciferase reporter | inhibition, % at 3.6 µM | hit rate 0.12% among 360,000 | AID 588354, 2011;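 active = inhibition above the campaign mean plus 3 SD, with each screening campaign given its own cutoff, cut at about 60% in these data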;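 note: 0% = DMSO treated cells and 100% = gossypol at 36 µM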
# LRH-1 inv ag – LRH-1 (NR5A2) inverse agonists, primary screen, cell-based, luminescence, HEK293T, StAR-luciferase reporter; Nuclear receptor subfamily 5 group A member 2 (Homo sapiens), O00482; LRH-1 transfected, 24 h; inhibition, % at 3.6 µM; hit rate 0.13% among 360,000;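 active = inhibition above the mean inhibition of all tested compounds plus 3 SD, cut at about 73% in these data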;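 note: 0% = DMSO wells and 100% = reporter-only cells lacking LRH-1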
# LMP1 NFkB inh – EBV LMP1-driven NF-kappaB luciferase reporter inhibitors, primary screen, cell-based, luminescence, single point. AID 504558, 2011. inhibition, % at 12.5 µM. hit rate 0.69% among 350,000. LMP1-induced NF-kappaB luciferase reporter cells; in the data active = inhibition above about 41%;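 note: 0% = neutral control wells and 100% = reference inhibitor control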
# KKLEB tox – cytotoxicity in KKLEB CF airway cells, primary screen, cytotoxicity control for CF NF-kB inhibitor project, cell-based, uHTS, fluorescence assay plates. hit rate 0.36% among 360,000. KKLEB CF airway cells viability, ATPlite luminescence, overnight; active compounds read low; cells stimulated with P. aeruginosa culture filtrate. activity change (cytotoxicity), % at 5 µM;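 active = corrected activity change at or below -50% at 5 µM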
# TWEAK Fn14 block – inhibitors of TWEAK-Fn14 signaling, primary screen, luciferase reporter cells, uHTS; TWEAK-stimulated Fn14 reporter cells, luciferase luminescence, 8 h; inhibition, % at 10 µM; hit rate 2% among 360,000; in the data active = inhibition above about 50%
# CF NFkB block – inhibitors of PAF-induced NF-kB signaling, primary screen, cell-based, GFP fluorescence, uHTS | hit rate 0.86% among 360,000 | KKLEB NF-kB-GFP reporter, GFP fluorescence overnight | inhibition, % at 5 µM;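 active = at least 50% inhibition at 5 µM, scaled per plate between neutral and stimulator controls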;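 note: PAF is a Pseudomonas aeruginosa culture filtrate used as stimulus; plate controls were PAF-stimulated DMSO wells for no effect and unstimulated DMSO wells for full effect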
# NCOA3 inh – SRC3 coactivator transcriptional activity inhibitors, primary screen, cell-based, luminescence. hit rate 0.17% among 360,000. inhibition, % at 3.6 µM. AID 588352, 2011. Nuclear receptor coactivator 3 (Homo sapiens), Q9Y6Q9. HEK293 GAL4-SRC3 luciferase reporter;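 active = inhibition above a per-campaign cutoff, the mean of all compounds plus 3 SD, cut at about 60% in these data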;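 note: 0% = DMSO-treated cells and 100% = gossypol-treated cells at 36 µM; higher means less SRC3-driven luciferase light from the GAL4 reporter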
# Target sequence (Q9Y6Q9 whole entry, looked up, the tested form may be a part): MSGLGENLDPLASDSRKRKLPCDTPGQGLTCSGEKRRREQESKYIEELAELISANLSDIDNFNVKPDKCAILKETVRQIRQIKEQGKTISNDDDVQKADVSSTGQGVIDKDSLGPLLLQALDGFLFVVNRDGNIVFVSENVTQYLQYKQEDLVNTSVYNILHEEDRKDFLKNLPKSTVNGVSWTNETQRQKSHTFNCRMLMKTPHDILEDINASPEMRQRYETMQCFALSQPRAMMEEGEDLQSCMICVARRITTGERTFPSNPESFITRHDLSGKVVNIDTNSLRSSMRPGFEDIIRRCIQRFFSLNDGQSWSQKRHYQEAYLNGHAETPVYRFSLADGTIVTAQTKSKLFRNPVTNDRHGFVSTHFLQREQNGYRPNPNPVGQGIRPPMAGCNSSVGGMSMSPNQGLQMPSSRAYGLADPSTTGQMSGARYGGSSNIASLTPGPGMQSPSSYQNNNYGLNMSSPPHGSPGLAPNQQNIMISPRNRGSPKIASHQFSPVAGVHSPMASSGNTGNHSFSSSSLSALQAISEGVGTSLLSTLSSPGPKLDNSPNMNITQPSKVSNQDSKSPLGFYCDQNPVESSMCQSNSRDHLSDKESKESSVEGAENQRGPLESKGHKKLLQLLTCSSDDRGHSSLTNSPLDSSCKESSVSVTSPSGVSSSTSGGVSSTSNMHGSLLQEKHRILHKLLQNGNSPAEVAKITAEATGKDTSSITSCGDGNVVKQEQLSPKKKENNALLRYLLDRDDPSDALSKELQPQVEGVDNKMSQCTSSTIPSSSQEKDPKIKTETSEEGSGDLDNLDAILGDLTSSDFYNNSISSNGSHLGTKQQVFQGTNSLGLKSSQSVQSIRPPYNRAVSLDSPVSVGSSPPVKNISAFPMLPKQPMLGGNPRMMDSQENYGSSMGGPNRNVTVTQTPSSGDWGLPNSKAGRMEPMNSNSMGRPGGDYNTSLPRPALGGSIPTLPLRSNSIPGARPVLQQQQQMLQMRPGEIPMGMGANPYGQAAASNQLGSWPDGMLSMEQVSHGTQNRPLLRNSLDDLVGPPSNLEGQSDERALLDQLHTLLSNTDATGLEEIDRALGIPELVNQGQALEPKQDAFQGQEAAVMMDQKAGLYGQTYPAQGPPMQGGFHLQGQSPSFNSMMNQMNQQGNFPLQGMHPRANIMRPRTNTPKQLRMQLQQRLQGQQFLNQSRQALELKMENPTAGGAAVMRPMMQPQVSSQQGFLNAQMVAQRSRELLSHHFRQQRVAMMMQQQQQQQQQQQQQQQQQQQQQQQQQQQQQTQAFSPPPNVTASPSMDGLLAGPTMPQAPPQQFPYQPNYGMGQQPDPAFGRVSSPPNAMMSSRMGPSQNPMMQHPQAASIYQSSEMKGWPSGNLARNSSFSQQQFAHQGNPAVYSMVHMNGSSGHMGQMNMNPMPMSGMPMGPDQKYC
# Starred values were filed as active, the others as inactive; · = not tested or not shown. This is a subset, so the mix of outcomes need not match the whole.
no.	SMILES	TRAIL sens C8	TROY signal inh	Shn3 inh set2	COUP-TFII inh	NCOA1 inh	LRH-1 inv ag
1	CCc1nnc(SCc2cn3c(C)cc(C)nc3n2)n1N	1	·	7	9	-10	5
2	O=S(=O)(c1ccc(F)cc1)N1CCN(CC(O)COCc2ccccc2)CC1 (stereo unspecified)	1	8	19	-19	-3	7
3	CC(NC(=O)C1CCC(CNS(=O)(=O)c2ccccc2)CC1)c1ccccc1 (stereo unspecified)	-23	-6	6	15	8	3
4	CC1(C)CC(=O)C2=C(C1)Nc1ccccc1NC2c1cc(Cl)ccc1O (stereo unspecified)	-6	8	19	4	-8	20
5	COc1cc(/C=C2/NC(=O)N(Cc3ccccc3F)C2=O)cc(OC)c1OC	-16	16	7	-3	-15	-9
6	Cc1cc2oc(=O)cc(CN3CCCCC3)c2cc1O	-1	-17	-14	5	-25	2
7	COc1ccc(S(=O)(=O)CCC(=O)NC2CCCCC2)cc1	-4	-2	-26	-6	-3	5
8	CCC(C)(C(=O)NC1CCCC1)N(C(C)=O)c1ccc(C)cc1 (stereo unspecified)	-4	-2	-8	7	7	1
9	Cc1ccc2cc(CN(CC3CCCO3)C(=O)C(C)C)c(=O)[nH]c2c1 (stereo unspecified)	-7	-7	2	12	-3	7
10	Cc1ccc(-c2csc3ncnc(N4CCN(S(=O)(=O)c5ccc(C#N)cc5)CC4)c23)cc1	-13	5	-18	-6	-10	5
11	CN(Cc1ccsc1)C(=O)CCc1nnc(CCCc2ccccc2)o1	-2	-34	·	-24	-53	-68
12	Cc1cc(NC(=O)c2ccc(-c3ccccc3F)o2)no1	5	-95	-58	-42	-54	-108

no.	LMP1 NFkB inh	KKLEB tox	TWEAK Fn14 block	CF NFkB block	NCOA3 inh
1	-2	6	11	2	6
2	-1	6	-7	-14	-9
3	3	4	24	-17	-5
4	85*	10	3	8	2
5	-3	-12	6	-18	8
6	-6	-5	0	5	-25
7	-5	-14	-12	12	-14
8	4	-2	6	0	-12
9	5	-6	9	-7	2
10	-13	2	-10	-9	7
11	-34	-7	-11	5	-53
12	-27	12	-2	-9	-62

# The listing continues:
no.	SMILES	TRAIL sens C8	TROY signal inh	Shn3 inh set2	COUP-TFII inh	NCOA1 inh	LRH-1 inv ag
13	CCOc1ccc(S(=O)(=O)NCc2cccs2)cc1C(C)C	5	-17	27	15	2	1
14	CNS(=O)(=O)c1ccc(C)c(S(=O)(=O)NC)c1	-4	6	15	-8	2	15
15	COc1ccc(C2OC(=O)CC2C(=O)NCc2ccc(F)cc2)cc1OC (stereo unspecified)	-6	-17	5	12	-24	-6
16	COc1ccc(OC)c(/C=N/NC(=O)Cn2ccnc2C)c1	15	-15	10	-5	9	-6
17	CN1c2ccccc2C(=O)NC1c1ccc(Cl)cc1 (stereo unspecified)	-1	-19	4	-24	-20	2
18	O=C(COc1ccc(Br)cc1)Nc1ccc(-c2nnc(-c3ccco3)o2)cc1	35	-53	15	-4	-39	-36
19	CC(c1ccccc1F)n1cc(C(=O)NCc2ccncc2)nn1 (stereo unspecified)	6	-3	1	4	-20	9
20	Cn1c(=O)[nH]c(=O)c2c1nc(Br)n2CCC(=O)c1ccccc1	20	2	4	5	-20	6
21	O=C(Nc1cc(Cl)ccc1Cl)C1CC(=O)N(c2ccc(Br)cc2)C1 (stereo unspecified)	-2	-4	4	-6	-9	1
22	O=[N+]([O-])c1ccc(Cl)c(S(=O)(=O)Nc2ccc(S(=O)(=O)N3CCOCC3)cc2)c1	4	-14	-6	6	-14	8
23	COc1cccc(-n2nnc3c(=O)n(Cc4c(F)cccc4Cl)cnc32)c1	-19	-17	-39	-2	-21	-20
24	CC(NC(=O)c1cccc2ccccc12)c1ccc2c(c1)CCCC2 (stereo unspecified)	-9	8	15	22	0	21

no.	LMP1 NFkB inh	KKLEB tox	TWEAK Fn14 block	CF NFkB block	NCOA3 inh
13	11	10	15	6	11
14	-4	0	13	6	13
15	-27	-2	10	7	42
16	-1	9	5	-14	24
17	-4	0	11	0	-5
18	-16	10	-44	-18	-24
19	4	-9	-3	-7	-1
20	-7	-2	-9	0	-6
21	-6	-13	5	-18	-4
22	5	-1	19	21	15
23	-6	1	-41	-4	13
24	14	-6	1	14	14

# (further entries)
no.	SMILES	TRAIL sens C8	TROY signal inh	Shn3 inh set2	COUP-TFII inh	NCOA1 inh	LRH-1 inv ag
25	Cn1c(SCC(=O)NCCc2ccc(S(N)(=O)=O)cc2)nc2ccccc2c1=O	-5	8	16	17	3	11
26	CNC(=O)/C(C#N)=C/c1ccc(OCCOc2ccccc2)cc1	6	-50	-36	-7	-31	8
27	COc1ccc(NC(=O)CSc2ccc(-c3ccco3)nn2)cc1OC	-4	6	11	10	1	-5
28	CCOC(=O)C1=C(C)N=c2s/c(=C/c3ccc(OCC(=O)O)cc3)c(=O)n2C1c1cc(OC)c(OC)c(OC)c1 (stereo unspecified)	3	9	21	20	6	1
29	COc1ccccc1C(=O)OCC(=O)Nc1ccccc1OC(F)F	-16	-20	-6	17	24	-13
30	O=C(CN1C(=O)COc2ccccc21)NCCN1CCCC1	0	-22	1	-14	-18	15
31	COc1ccccc1N1CCN(C(=O)C(C)N(c2ccccc2)S(C)(=O)=O)CC1 (stereo unspecified)	7	0	-6	8	3	-6
32	Cc1ccc(/C=N/N2CCN(Cc3ccc(C)cc3)CC2)cc1	10	-32	·	21	-2	-2
33	C/C(N)=C(/C#N)C(=O)CSc1nc2ccccc2c(=O)n1CCCO	-5	0	14	1	-5	3
34	CC(Oc1ccc(Br)cc1)C(=O)NC1CCN(Cc2ccccc2)CC1 (stereo unspecified)	0	-1	8	20	6	-10
35	COc1ccc(CN(C)C(=O)c2ccc(NS(=O)(=O)c3ccc(C)c([N+](=O)[O-])c3)cc2)c(OC)c1OC	-6	-16	6	12	-8	11
36	COc1ccc(C(=O)OCC(=O)c2ccc3c(c2)NC(=O)CO3)cc1[N+](=O)[O-]	-1	-1	-3	-6	-1	-7

no.	LMP1 NFkB inh	KKLEB tox	TWEAK Fn14 block	CF NFkB block	NCOA3 inh
25	11	6	1	6	0
26	-13	-6	8	8	-24
27	5	-8	-6	4	5
28	-11	2	4	7	13
29	-5	8	-21	6	19
30	-6	10	-3	11	-26
31	6	-10	9	-1	10
32	-1	-3	-8	-20	-11
33	7	13	1	-17	28
34	3	-11	-1	10	16
35	7	-5	-11	13	-11
36	0	-4	3	17	-5

# Given with values under each structure: entries from further up
# Order of results: TRAIL sens C8 | TROY signal inh | Shn3 inh set2 | COUP-TFII inh | NCOA1 inh | LRH-1 inv ag | LMP1 NFkB inh | KKLEB tox | TWEAK Fn14 block | CF NFkB block | NCOA3 inh
29	COc1ccccc1C(=O)OCC(=O)Nc1ccccc1OC(F)F
  -16 | -20 | -6 | 17 | 24 | -13 | -5 | 8 | -21 | 6 | 19
30	O=C(CN1C(=O)COc2ccccc21)NCCN1CCCC1
  0 | -22 | 1 | -14 | -18 | 15 | -6 | 10 | -3 | 11 | -26
31	COc1ccccc1N1CCN(C(=O)C(C)N(c2ccccc2)S(C)(=O)=O)CC1 (stereo unspecified)
  7 | 0 | -6 | 8 | 3 | -6 | 6 | -10 | 9 | -1 | 10
32	Cc1ccc(/C=N/N2CCN(Cc3ccc(C)cc3)CC2)cc1
  10 | -32 | · | 21 | -2 | -2 | -1 | -3 | -8 | -20 | -11
33	C/C(N)=C(/C#N)C(=O)CSc1nc2ccccc2c(=O)n1CCCO
  -5 | 0 | 14 | 1 | -5 | 3 | 7 | 13 | 1 | -17 | 28
34	CC(Oc1ccc(Br)cc1)C(=O)NC1CCN(Cc2ccccc2)CC1 (stereo unspecified)
  0 | -1 | 8 | 20 | 6 | -10 | 3 | -11 | -1 | 10 | 16
35	COc1ccc(CN(C)C(=O)c2ccc(NS(=O)(=O)c3ccc(C)c([N+](=O)[O-])c3)cc2)c(OC)c1OC
  -6 | -16 | 6 | 12 | -8 | 11 | 7 | -5 | -11 | 13 | -11
36	COc1ccc(C(=O)OCC(=O)c2ccc3c(c2)NC(=O)CO3)cc1[N+](=O)[O-]
  -1 | -1 | -3 | -6 | -1 | -7 | 0 | -4 | 3 | 17 | -5

# (cont.)
no.	SMILES	TRAIL sens C8	TROY signal inh	Shn3 inh set2	COUP-TFII inh	NCOA1 inh	LRH-1 inv ag
37	CN(C)S(=O)(=O)c1ccc(F)c(C(=O)Nc2ccccc2C(=O)NC2CC2)c1	0	-6	-13	0	2	22
38	O=C1COc2ccc(C(=O)COC(=O)c3ccccc3Cl)cc2N1	-1	-53	8	12	2	-12
39	COc1ccc(C(=O)NCc2ccc3c(c2)OCO3)cc1	6	5	-1	2	-2	1
40	CN(CCO)S(=O)(=O)c1ccc2c(c1)C(=O)c1cc(S(=O)(=O)N(C)CCO)ccc1-2	16	0	17	8	2	-1
41	O=C1N(c2cccc(Cl)c2)C(c2ccc(Cl)cc2)N2CCCN12 (stereo unspecified)	2	11	8	9	12	-8
42	COc1ccccc1S(=O)(=O)Cc1ccc(C(=O)NCc2cccnc2)o1	-6	-5	23	13	8	-33
43	Cc1ccccc1NS(=O)(=O)c1ccc(C(=O)NCC(C)(C)N2CCOCC2)cc1	4	12	43	30	8	15
44	Cc1ccc(S(=O)(=O)N(C)CC(=O)Nc2cc(C)ccn2)cc1	8	11	-95	-34	-85	-47
45	CN(C)c1cccc(CNC(=O)c2csc([C@H]3C[C@H](O)[C@@H](CO)O3)n2)c1	-8	17	-3	-8	3	-2
46	CC(NC(=S)N1CCN(c2ccccc2)CC1)c1ccccc1 (stereo unspecified)	-8	8	-2	10	-33	3
47	COC(=O)Nc1nc2c(C)cccc2s1	3	-54	-11	15	-12	-31
48	Cc1nn(C)c(C(=O)N2CCOCC2)c1Cl	-2	-10	8	7	-2	3
49	CCOc1cc(C(=O)Nc2ccc3c(c2)OCO3)ccc1OC(F)F	-13	-8	22	-19	-25	-17
50	CN(C(=O)c1ccc(NC(=O)Cc2ccc(NC(=O)C3CCN(C(=O)C4CCCCC4)CC3)cc2)cc1)C1CCCC1	-4	-12	6	1	-7	-3

no.	LMP1 NFkB inh	KKLEB tox	TWEAK Fn14 block	CF NFkB block	NCOA3 inh
37	-5	8	4	-3	-1
38	-2	20	-42	-15	9
39	-6	7	-8	-1	4
40	0	5	11	-3	6
41	-4	-4	4	7	60
42	9	-14	-11	11	6
43	7	2	0	21	9
44	-12	1	-12	12	-46
45	·	-8	4	11	-17
46	-6	1	65*	-7	14
47	-14	13	19	6	5
48	-1	0	-15	-22	9
49	-14	-4	-37	28	-24
50	-8	2	-71	1	7

# Bioassay records (PubChem)
